Assay outcomes deposited in PubChem by several laboratories.
SUMO1-SIM PPI = alters human SUMO1 binding to SIM partners; 360,000 compounds, 0.33% hits; SUMO1 binding to a labelled peptide, TR-FRET, 1 h; inhibition, % at 20 µM; P63165; in the data active means inhibition above about 37%
DNMT1 block = inhibitors of human DNMT1; P26358; DNMT1 molecular beacon, Hinp1I cleavage, fluorescence; inhibition (reported as % activation of signal), % at 10 µM; 360,000 compounds, 0.83% hits; in the data active means inhibition above about 50%
NadD inh = inhibitors of Staphylococcus aureus NadD | purified NadD enzyme, colorimetric absorbance read-out | 360,000 compounds, 0.78% hits | inhibition, % at 20 µM; in the data active means inhibition above about 26%; further: some compounds past the cut are filed as inactive
Rpn11 block = blocks the human proteasome subunit Rpn11; O00487; human 26S proteasome, Ub4-pepOG fluorescence polarization; 20S core pre-blocked with epoxomicin; calls only at 20 µM; 360,000 compounds, 0.59% hits; AID 588493;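 active means inhibition at 20 µM, scaled to each plate's controls, above about 33%, limit read from the data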
TbMetRS inhib = Trypanosoma brucei MetRS inhibition; purified T. brucei MetRS, ATP depletion, Kinase-Glo luminescence; inhibition, % at 11.9 µM; 360,000 compounds, 0.4% hits; AID 624268;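 active means inhibition above a per-plate cutoff of the control wells' mean inhibition plus 3 SD, cut at about 5.5% in these data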;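 further: 0% = DMSO wells median and 100% = median of wells with control inhibitor compound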
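Material: T. brucei methionyl-tRNA synthetase, purified; reagent: substrates ATP, L-methionine and bulk Escherichia coli tRNA; dosing: 11.9 µM single point; timing: 15 min plus 2 h at 25 °C; detection: luminescence of leftover ATP; evaluation: % inhibition; control set: DMSO-only wells as low control; replicates: singlicate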
CSN deneddyl inh = inhibitors of human CSN-mediated cullin deneddylation | Q92905 | Purified CSN, SCF-Nedd8-OG deneddylation, fluorescence polarization | inhibition, % at 12.5 µM | 360,000 compounds, 0.38% hits | AID 651999;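 active means pattern-corrected inhibition above about 35%, with an unprinted fluorescence ratio check between 0.5 and 1.5, limit read from the data, passing the limit was not always enough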;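 further: 0% = enzyme with substrate and 100% = substrate without enzyme; some results filed as inactive read as strong as hits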
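Test system: purified human Csn5 enzyme expressed in HEK293T cells. Amount: 0.24 nM enzyme. Reagent: SCFSkp2-Nedd8OG substrate at 10 nM final. Schedule: 90 min incubation of compound, enzyme and substrate at room temperature. Detection: fluorescence polarization. Read-out: % inhibition of substrate cleavage by Csn5.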
LMPTP inh = LMPTP (human) inhibition | P24666 | recombinant LMPTP-A, OMFP fluorogenic substrate, fluorescence intensity | inhibition, % at 20 µM | 360,000 compounds, 0.22% hits;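 active means compounds that cut the enzyme signal by at least half of the control window in the single-dose screen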;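 further: plate controls were DMSO wells with enzyme plus substrate for no effect and substrate without enzyme for full effect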
Target sequence (P24666 whole entry, looked up): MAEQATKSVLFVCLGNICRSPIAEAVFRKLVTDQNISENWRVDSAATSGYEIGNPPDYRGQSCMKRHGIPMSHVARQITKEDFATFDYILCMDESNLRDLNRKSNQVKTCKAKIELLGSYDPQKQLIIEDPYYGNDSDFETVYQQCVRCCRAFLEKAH
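Assay system: LMPTP-A enzyme. Input: 0.625 nM LMPTP-A final. Probe or stimulus: 400 µM OMFP. Compound dosing: single 20 µM dose. Schedule: 50 min dark incubation at room temperature. Detection: fluorescence intensity of OMFP turnover product. Read-out: percent inhibition versus substrate-only and uninhibited controls. Benchmarks: no-enzyme low control, uninhibited high control.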
Scp1 inh = Scp-1 (human) phosphatase inhibition | Q9GZU7 | Recombinant Scp1, phosphopeptide, malachite green phosphate absorbance | inhibition, % at 20 µM | 340,000 compounds, 0.88% hits | AID 493091;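 active means inhibition above about 50% at 20 µM, limit read from the data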;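 further: plate controls were DMSO wells with enzyme for no effect and wells lacking enzyme for full effect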
Target sequence (Q9GZU7 76-261 limits assumed): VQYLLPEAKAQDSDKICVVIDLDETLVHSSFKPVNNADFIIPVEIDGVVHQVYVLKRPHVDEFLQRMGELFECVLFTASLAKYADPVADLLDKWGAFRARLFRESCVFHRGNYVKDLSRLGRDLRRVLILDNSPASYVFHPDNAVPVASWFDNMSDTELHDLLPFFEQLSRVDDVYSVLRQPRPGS
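assay system = SCP-1 phosphatase catalytic domain, residues 76-261 | buffer or medium = 50 mM Tris acetate pH 5.5, 0.005% Tween-20, 10 mM MgCl2 | incubation = enzyme reaction 45 min at room temperature, colour 5 min, stabilisation 30 min | signal = Phosphate-binding colour reagent, absorbance read at 630 nm | measure = % inhibition at 20 µM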
MsrA inhibitor = inhibits bovine methionine sulfoxide reductase A; purified bovine MsrA, absorbance read-out; AID 651718; inhibition, % at 15.5 µM; 360,000 compounds, 0.75% hits; in the data active means inhibition above about 4.5%;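 further: 0% = vehicle wells with enzyme and 100% = reference inhibitor wells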
STEP inh = STEP (human) phosphatase inhibition. recombinant STEP, OMFP fluorogenic substrate, fluorescence. AID 588621. inhibition, % at 20 µM. 360,000 compounds, 0.25% hits. P54829;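 active means inhibition at 20 µM, scaled per plate between control wells, above about 37%, limit read from the data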;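 further: 0% = DMSO with enzyme and substrate and 100% = substrate only without enzyme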
Target sequence (P54829 whole entry, looked up): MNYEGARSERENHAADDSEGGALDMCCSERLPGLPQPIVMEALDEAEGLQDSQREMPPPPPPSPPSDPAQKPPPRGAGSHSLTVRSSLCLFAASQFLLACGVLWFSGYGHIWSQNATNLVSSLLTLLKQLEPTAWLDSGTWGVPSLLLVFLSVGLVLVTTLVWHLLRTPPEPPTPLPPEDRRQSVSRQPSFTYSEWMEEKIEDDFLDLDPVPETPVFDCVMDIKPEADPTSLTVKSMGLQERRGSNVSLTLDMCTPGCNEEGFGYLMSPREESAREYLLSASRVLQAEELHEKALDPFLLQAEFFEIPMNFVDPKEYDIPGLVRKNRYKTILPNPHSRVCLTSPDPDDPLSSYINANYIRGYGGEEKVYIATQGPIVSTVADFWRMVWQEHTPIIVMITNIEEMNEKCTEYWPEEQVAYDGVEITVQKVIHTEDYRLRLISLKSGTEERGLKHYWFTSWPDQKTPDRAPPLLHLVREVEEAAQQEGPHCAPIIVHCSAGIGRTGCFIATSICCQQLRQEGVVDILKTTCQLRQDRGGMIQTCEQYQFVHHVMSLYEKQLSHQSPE
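System: isolated STEP enzyme; schedule: 20 min enzyme reaction at room temperature, protected from light; medium: Bis-Tris buffer pH 6.0, 2.5 mM DTT, 0.005% Tween 20; signal: fluorescence, 480/540 nm; dosing: single compound dose of 20 µM, 1% DMSO final; also added: OMFP substrate, 25 µM final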
The depositor's hits bear a star; i = inactive; . = no result given; + = active, no number.

compound,SUMO1-SIM PPI,DNMT1 block,NadD inh,Rpn11 block,TbMetRS inhib,CSN deneddyl inh,LMPTP inh,Scp1 inh,MsrA inhibitor,STEP inh
Cn1c(N)c(C(=O)COC(=O)CCOc2ccc(C(C)(C)C)cc2)c(=O)n(C)c1=O,0,-4,-6,i,0.6,-16,2.1,-5,0.2,0
Cc1ccc(S(=O)(=O)N2C[C@H]3C(=O)C[C@@H](c4ccccc4F)N(S(=O)(=O)c4ccc(C)cc4)[C@H]3C[C@H]2c2ccccc2F)cc1,4,-2,11,i,-2.0,5,1.8,.,1.3,0
Cc1nc(C)c(-c2csc(Nc3ccc(N)cc3)n2)s1,-19,-21,3,i,-0.6,4,2.4,-4,0.2,3
O=C1c2ccccc2C(=O)c2[nH]c(=O)[nH]c21,-19,17,5,i,0.1,1,1.0,41,0.9,-2
CN(C(=O)Cn1cccc1C1=NC(c2ccccc2)CO1)c1ccccc1 (centres undefined),3,5,1,i,-1.4,2,-0.5,-1,1.1,-4
O=C(O)C1C2C=CC(C2)C1C(=O)Nc1cccc(C(F)(F)F)c1 (centres undefined),2,-5,6,i,-1.5,-2,-1.8,-5,0.9,0
COc1ccc(-n2cnnc2SCC(=O)NCc2cccs2)cc1,-3,2,1,i,-0.4,-3,-1.9,-7,-0.5,-1
Cc1ccc(S(=O)(=O)N2CCCC(NC(=O)N3CCN(c4ccccc4)CC3)C2)cc1 (centres undefined),6,-2,1,i,-0.1,3,0.7,3,0.0,1
CCOc1ccc(N(CC(=O)NCc2ccccc2Cl)S(=O)(=O)c2c(C)noc2C)cc1,10,-5,-11,i,-1.2,5,8.2,-3,0.5,-1
Cc1ccc(-c2cc(C(=O)OCC(=O)N(C)c3c(N)n(Cc4ccccc4)c(=O)[nH]c3=O)c3ccccc3n2)o1,-17,-1,20,i,-0.2,0,0.6,-4,1.2,2
Cc1ccc(C(OC(=O)c2ccco2)C(=O)NCc2cccs2)cc1 (centres undefined),1,2,-11,i,-0.3,4,0.0,-4,-0.6,-2
COc1cc(NS(=O)(=O)c2cc3[nH]c(=O)c(=O)[nH]c3cc2C)cc(OC)c1OC,5,-11,1,i,0.4,4,2.0,-4,1.8,1
CCCCC(C(=O)NC(=O)NCc1ccccc1)N1C(=O)c2ccccc2C1=O (centres undefined),3,1,1,i,1.5,-6,2.2,-10,0.1,1
Cc1nc(C(=O)N2CCC(n3nccc3NC(=O)Nc3ccccc3Cl)CC2)cs1,-3,3,-3,i,-0.1,0,-0.6,-3,0.1,-3
O=C(CC(c1ccc(F)cc1)c1ccco1)N1CCOCC1 (centres undefined),-2,3,-3,i,-1.1,4,-1.4,0,-0.1,4
COc1ccc(C2C(C(=O)N3CCCCC3)CC(=O)N2c2ccc(OC)cc2)cc1 (centres undefined),-1,7,4,i,-0.4,-1,-0.4,-10,3.2,-3
Cc1ccc(OCc2ccc(C(=O)Nc3nc4ccccc4n3Cc3ccccc3)o2)c([N+](=O)[O-])c1,-1,29,34*,i,0.5,-2,3.6,-5,-0.6,4
COc1ccc(OC)c(CNC(=O)c2ccc(C)c(NC(=O)C3=C(C)OCCS3)c2)c1,2,3,-6,i,-0.7,1,-1.1,-6,0.6,0
CC(=O)C1CCC2C3CCC4CC(=O)CCC4(C)C3C(C)(O)CC12C (centres undefined),3,3,-3,i,0.3,3,-0.3,-7,0.0,2
CCSc1nnc(NC(=O)CSc2nnc(CNC(=O)c3ccc(OC)cc3)o2)s1,1,2,3,i,-0.9,-8,-0.9,-2,0.8,0
CC(C)(C)n1nnnc1CN1CCSCC1,5,2,-4,i,-0.3,-2,-2.7,-2,0.0,0
C=CCSc1nnc2c(n1)OC=Nc1ccc(Br)cc1-2,-7,-1,-3,i,0.1,1,-1.6,-2,0.2,-5
Cc1nn(CC(=O)O)c(C)c1[N+](=O)[O-],4,3,8,i,0.5,-10,0.2,4,-0.4,1
COC(=O)c1ccc2nc(-c3ccc(C)cc3)c(Cc3ccccc3OC)n2c1,-1,-2,0,i,0.4,-2,-0.3,.,0.2,-2
O=C(Nc1ccc(O)cc1)c1cc(S(=O)(=O)N2CCCC2)ccc1Cl,1,-3,10,i,-0.3,-1,-1.1,-7,-1.0,-4
CCOC(=O)c1cccc(NC(=O)CSc2nc3ccccc3c(=O)n2CCOC)c1,4,-9,-10,i,-0.4,-2,0.6,-12,-0.7,4
S=C(NNc1ccnc2cc(Cl)ccc12)Nc1ccc(Cl)cc1Cl,5,-15,30*,+,0.1,10,5.8,-9,0.9,9
O=C(O)/C=C/c1cn(-c2ccccc2)nc1-c1ccc(-c2ccc([N+](=O)[O-])cc2)o1,-5,-7,49*,.,0.0,12,4.2,-1,0.3,0
CCCCn1nc(C(=O)Nc2c(C)n(C)n(-c3ccccc3)c2=O)c2ccccc2c1=O,-4,-1,4,i,-0.4,-4,0.5,-4,-0.1,-4
Cc1ccc(S(=O)(=O)Cc2cc(F)c([N+](=O)[O-])cc2[N+](=O)[O-])cc1,-26,4,0,i,0.1,-1,-0.4,-10,.,2
CCN(CC)c1ccc(CNc2nc3ccccc3n2CCN2CCCCC2)cc1,5,-2,4,i,0.1,-11,11,-4,1.0,-3
CCO/C=C/C(=O)N(C)CCC#N,4,6,4,i,-1.2,-4,-2.2,-12,0.6,-2
CCNC(=O)C1CCCN(C(=O)c2ccccc2)CC1 (centres undefined),0,6,-1,i,0.5,-7,-1.3,.,-1.9,-1
N#Cc1nc(COc2cccc(Cl)c2)oc1NCc1ccco1,5,-5,-8,i,-0.2,-8,2.3,-13,0.2,1
CCN1CCN(S(=O)(=O)c2ccc3[nH]c(=O)oc3c2)CC1,7,0,-2,i,-0.2,0,-0.6,-10,-0.8,-1
COCc1cc(C)nc2sc(C(=O)Nc3cccc(OC)c3)c(N)c12,-28,-3,2,i,-1.0,-3,-0.7,6,0.9,0
Cc1nn(C)c(C(=O)Nc2ccc(Cl)c([N+](=O)[O-])c2)c1Cl,-2,-8,-6,i,1.2,-2,-0.9,-9,0.4,3
Cc1ccc(-c2csc3nc(CSc4nnc(-c5ccc(Cl)cc5)n4C)[nH]c(=O)c23)cc1,3,-6,12,i,-0.7,0,0.0,-3,-0.9,9
CC1(C)CC(=O)C2=C(C1)Nc1cc(C(=O)c3ccccc3)ccc1NC2c1ccccn1 (centres undefined),-7,0,3,i,-0.1,-5,-1.2,-7,3.2,-4
CC(C)c1ccc(NC(=O)C2CC(=O)N=C(N)S2)cc1 (centres undefined),2,0,1,i,0.2,3,-0.5,1,0.2,1
CCOc1ccc(S(=O)(=O)N2CCN(c3ccccc3OC)CC2)c2cccnc12,-2,2,4,i,-0.1,1,-0.3,5,1.3,4
CCOC(=O)c1c(-c2ccc(OC)cc2)csc1NC(=O)CCN1CCOCC1,1,-2,-8,i,0.2,4,-0.3,-7,0.1,2
Cc1ccc(N=C2NC(=O)/C(=C/c3cccs3)S2)cc1C,-12,3,18,+,0.3,33,1.8,-27,-0.5,1
CN(C)C(=O)C1=NOC2(C1)C(=O)Nc1ccccc12 (centres undefined),8,.,-4,.,-0.4,-2,-1.0,.,-0.4,.
COc1ccc(C(=O)COC(=O)CN2C(=O)C3CC=CCC3C2=O)c(OC)c1 (centres undefined),4,-1,-1,i,0.2,1,0.1,13,1.3,-1
CC(C)c1cc(C(=O)N2CCCC(Nc3ccc(F)c(F)c3)C2)nc(N)n1 (centres undefined),4,-1,2,i,-0.3,1,-0.5,-2,0.6,1
CCOC(=O)CN(C(=O)CNC(=O)c1ccco1)C(C(=O)NC1CCCCC1)c1cccnc1 (centres undefined),4,-2,1,i,0.1,1,-0.4,-6,-0.5,7
CC(CNC(=O)CN1C(=O)NC2(CCOc3ccccc32)C1=O)c1ccccc1 (centres undefined),3,1,1,i,-0.3,4,-0.9,-6,-0.2,-1
S=c1nc[nH]c2c1cnn2-c1ccccc1,4,-1,-6,i,-0.5,-3,-4.4,-10,1.1,0
Cc1ccc(S(=O)(=O)N2CCN(C(=O)NCc3ccc(F)cc3)CC2)c(C)c1,1,0,-5,i,-0.8,7,-0.9,-9,-1.3,0
CN(C(=O)CSc1nnc(Cc2ccccc2F)n1N)C1CCS(=O)(=O)C1 (centres undefined),0,7,-1,i,-0.8,4,-0.8,10,-0.1,0
CSc1ncnc2c1ncn2CCCNCC1CCCO1 (centres undefined),0,5,4,i,-0.1,6,-1.2,.,0.7,-2
Cc1ccccc1C(=O)N1CCC(C(=O)Nc2ccc(C(C)C)cc2)CC1,-6,0,-2,i,-0.5,-6,2.7,-8,1.3,1
CS(=O)(=O)N(CC(=O)NCC1CCCO1)c1cc(Cl)ccc1Cl (centres undefined),-1,0,-2,i,-1.3,-2,-1.7,-3,-0.5,-2
CCOc1ccc(C2C=C(c3ccc(F)cc3)Nc3ncnn32)cc1 (centres undefined),-6,2,-3,i,-0.1,1,0.9,3,1.4,4
CC(=O)c1ccc(N2CCN(C(=O)[C@H](C)NC(=O)c3ccccc3Cl)CC2)cc1,3,2,-5,i,3.6,4,-0.5,-10,2.8,-1

3 compounds already listed, arranged by the value under DNMT1 block, high to low.
| molecule | DNMT1 block |
| --- | --- |
| CCOc1ccc(C2C=C(c3ccc(F)cc3)Nc3ncnn32)cc1 (centres undefined) | 2 |
| Cc1ccc(S(=O)(=O)N2CCN(C(=O)NCc3ccc(F)cc3)CC2)c(C)c1 | 0 |
| COc1ccc(C(=O)COC(=O)CN2C(=O)C3CC=CCC3C2=O)c(OC)c1 (centres undefined) | -1 |
